Screening results (PubChem BioAssay)
GPR119 beta-arrestin: off-target GPR119 activation – cell-based, PathHunter beta-arrestin, luminescence, set 2, counter-screen for GPR151 activator project, confirmation (AID 1508607); 0.9% of 2,300 active; GPR119 PathHunter beta-arrestin cells, luminescence, 90 min; hits give high values; activation, % at 11.2 µM;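 active = mean percent activation across replicates above the counterscreen hit cutoff of 9.17%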;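 note: 0% = median of sample wells and 100% = wells given EA reagent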
GPR151 beta-arrestin: GPR151 agonism via beta-arrestin recruitment – cell-based, PathHunter beta-arrestin, luminescence, set 2, confirmation (AID 1508608); GPR151 PathHunter beta-arrestin cells, luminescence, 90 min; hits give high values; 100% = signal from added EA reagent; 0.9% of 2,300 active; activation, % at 11.2 µM;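 active = mean activation across replicates above 26.72%, the hit cutoff set for this confirmation screen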;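 note: 0% = plate median of compound wells and 100% = EA reagent high control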
Starred values were filed as active, the others as inactive. Not all compounds are listed. The share of hits here may be higher or lower than overall.

No.	Compound	GPR119 beta-arrestin	GPR151 beta-arrestin
1	Cc1ccccc1C(=O)Nn1c(-c2cccc([N+](=O)[O-])c2)nc2ccccc2c1=O	-3.2	3.1
2	Cc1cccc(C)c1NC(=O)c1cc(-c2cccc(Br)c2)nc2ccccc12	2.4	2.5
3	CCOc1ccccc1NC(=S)N(CCOC)C(C)c1ccccn1 (stereo not drawn)	-1.7	-3.6
4	O=C(Nc1c(C(=O)Nc2ccc(Br)cc2)cnn1-c1ccccc1)c1ccc(Cl)cc1	1.0	-4.0
5	O=C(c1ccccc1C(F)(F)F)N1CCN=C1SCc1cccnc1	2.0	4.1
6	COc1ccc(NC(=O)C(C)N(c2ccc(Oc3ccccc3)cc2)S(C)(=O)=O)cc1 (stereo not drawn)	1.8	1.8
7	O=C(O)c1cn2c3c(c(F)c(F)cc3c1=O)SC(=NC1CCCCC1)N2	-4.9	-0.6
8	CCOC(=O)c1[nH]c(C)c(C(=O)NC(C)(C)CC)c1C	1.7	-4.4
9	CC(=O)N1CCC(N(C(=S)Nc2ccc(C)c(Cl)c2)C(C)C)CC1	1.4	7.2
10	CCOC(=O)Cn1c(O)c(N=NC(=O)CNC(=O)COc2ccccc2)c2ccccc21	-1.1	0.5
11	CC(C)(C)C1CCC2(CC1)N=C(c1cccc(F)c1)C(=O)N2 (stereo not drawn)	-3.2	-5.4
12	Cc1cccc(C)c1-n1c(N)c(C(=O)NC2CCCCC2)sc1=S	-3.4	0.9
13	CC1(C)N=C(c2ccccc2)C(=S)N1C(=O)c1ccccc1	4.6	0.8
14	CCOC(=O)c1c(NC(=O)CCN2C(=O)c3ccccc3C2=O)sc(C)c1C	-0.1	0.0
15	COc1ccc(NC(=O)c2sc3nc(-c4ccc(F)cc4)cn3c2C)cc1	0.5	-1.7
16	CN(C)c1ccc(Nc2nc3ccccc3n3cnnc23)cc1	0.2	-1.9
17	Cc1[nH]nc2c1C(c1ccccc1[N+](=O)[O-])NC2=O (stereo not drawn)	1.3	6.1
18	COc1cccc(-n2nc(C(=O)Nc3cccc(Cl)c3)c3ccccc3c2=O)c1	1.1	-0.4
19	Cc1coc2c(C)c3oc(=O)c(CC(=O)O)c(C)c3cc12	3.0	0.7
20	COC(=O)C1C(=O)C=C(Nc2cc(OC)ccc2OC)CC1c1ccccc1 (stereo not drawn)	6.6	0.4
21	Cc1cccc2c(C(=O)NCc3ccccc3)cc(-c3ccccc3)nc12	5.0	13
22	CCCCCc1ccc(-c2ccc(C(=O)Nc3ccc([N+](=O)[O-])cc3Br)cc2)nc1	-2.9	1.6
23	O=C(Nc1ccc(C(=O)N2CCCCC2)cc1)c1ccc([N+](=O)[O-])cc1	-3.0	1.9
24	CCOC(=O)c1c(NC(=O)c2ccc(S(=O)(=O)N(CC(C)C)CC(C)C)cc2)sc2c1CCCCC2	0.1	-2.9
25	COc1cccc(/C=N\Nc2cc(C)c3ccccc3n2)c1OC	1.6	-9.9
26	CC(c1ccon1)N(C)C(=O)CCc1nnc(CCCCc2ccccc2)o1 (stereo not drawn)	3.0	4.8
27	Cc1csc(NC(=O)CCc2c(C)nc3c(-c4ccc(F)cc4)c(C)nn3c2C)n1	-0.8	-5.6
28	Cc1ccc2nc(NS(=O)(=O)c3ccc(Cl)cc3)c(Nc3ccc(C(=O)O)cc3)nc2c1	3.0	5.4
29	O=C(O)/C=C/C(=O)Nc1ccc([N+](=O)[O-])cc1	4.3	3.3
30	[O-]/[N+](=C\c1ccncc1)c1ccc(Cl)cc1	1.3	-1.7
31	O=C(O)Cn1c(=O)oc2cc(S(=O)(=O)N3CCCC3)ccc21	0.4	2.4
32	COCCCNC(=O)CNC(=O)Cn1cnc2sc3c(c2c1=O)CCCC3	-2.6	1.8
33	C=CCNCCOCCOc1ccccc1C(C)CC (stereo not drawn)	2.4	0.4
34	O=C1OC(c2ccc(Br)cc2)=N/C1=C\c1ccc(Br)cc1	1.4	0.6
35	COc1ccc(CCN2C(=O)NC(C)(C3CCN(C(=O)c4cnsn4)CC3)C2=O)cc1 (stereo not drawn)	-0.7	0.3
36	COc1ccc(C(=O)/C=C\N2CCOCC2)cc1	2.5	9.4
37	N#CC1=C(N)N(c2ccc(Br)cc2F)C2=C(C(=O)CCC2)C1c1cccnc1 (stereo not drawn)	5.1	5.8
38	Cc1nc2ccccc2c2oc(C(=O)N3CCCC(C)C3)cc12 (stereo not drawn)	-2.1	-4.0
39	O=C(NCc1ccc(Cl)cc1)c1ccc2c(=O)n(CC3CCCO3)c(=S)[nH]c2c1 (stereo not drawn)	-3.9	-3.5
40	CCCCc1nc2c(=O)n(C)c3ccccc3c2o1	-4.0	-5.5
41	CCOC(=O)C1CCN(C(=O)C2CCN(S(=O)(=O)CC)CC2)CC1	-0.3	0.0
42	CCc1ccccc1NC(=O)CN1Cc2ccccc2C1=O	0.7	0.8
43	CCn1cc(C(=O)NCCN(C)C)c(=O)c2ccc(C)nc21	-0.5	-1.4
44	CCOC(=O)C1=C(O)/C(=C\c2ccc3c(c2)OCO3)SC1=Nc1ccc([N+](=O)[O-])cc1	-2.1	-7.6
45	CN(C)c1ccc(C(=O)N/N=C/c2ccccc2)cc1	-4.5	3.4
46	O=C(CSc1nc2c(cnn2-c2ccc(F)cc2)c(=O)[nH]1)c1ccc(Cl)cc1	2.3	5.4
47	O=C(CN1C(=O)COc2cc(S(=O)(=O)N3CCOCC3)ccc21)N1CCCCC1	-1.7	-5.0
48	FC(F)(F)c1nc(Nc2ccccc2Cl)sc1-c1ccccc1	-2.2	4.9
49	COc1cc(NS(=O)(=O)c2ccc(NC(=O)c3cccc(Cl)c3)cc2)nc(OC)n1	-0.9	0.0
50	COc1ccc(CNc2ncnc3c2c(-c2ccccc2)cn3-c2ccc(OC)cc2)cc1	-0.4	0.8
51	Cc1ccccc1-n1cc(-c2ccccc2)[nH]c1=S	-4.3	4.1
52	CCOC(=O)c1c(/N=c2\oc3ccccc3cc2C(=O)Nc2ccccc2)sc2c1CCCC2	-2.4	-5.3
53	CCOc1ccccc1N1CCN(C(=O)c2sc3cc(C)ccc3c2Cl)CC1	2.2	2.5
54	CC1CCN(Cc2cc(Cl)c3cccnc3c2O)CC1	0.5	2.6
55	CCOc1ccc(-n2cc(-c3ccccc3)c3c(SCC(=O)c4ccccc4)ncnc32)cc1	-2.3	-6.3
56	CCN1CCN(CCNC(=O)c2ccc3c(c2)NC(=O)c2ccccc2N3)CC1	3.5	-2.9
57	S=c1nc2c(n[nH]1)c1ccccc1n2CCc1ccccc1	5.0	-2.6
58	COc1ccc2nc3oc(C(=O)N4CCN(C(=O)c5ccco5)CC4)cc3cc2c1	1.0	-0.7
59	O=C(Nc1ncc(C(O)(C(F)(F)F)C(F)(F)F)s1)c1ccccc1Cl	-4.7	-4.3
60	CC1(c2ccccc2)CC(C)(C)N(S(=O)(=O)c2ccc(Cl)cc2)c2ccccc21 (stereo not drawn)	1.0	5.3

(cont.)
No.	Compound	GPR119 beta-arrestin	GPR151 beta-arrestin
61	CN(CCc1cnn(C)c1)c1nc2nonc2nc1N1CCOCC1	4.2	-3.0
62	CCOC(=O)c1c(NC(=O)C(C)C)sc(C(C)=O)c1C	0.7	9.1
63	CCS(=O)(=O)N1CCCC(C(=O)NC(C)c2ccccc2)C1 (stereo not drawn)	-2.7	-6.2
64	CCSc1nnc(CSc2ncccn2)n1-c1ccccc1	-3.0	-7.8
65	COc1ccc([N+](=O)[O-])cc1C1=N/C(=C/c2ccco2)C(=O)O1	2.7	2.0
66	CCCOc1ccc(C2C3=C(CC(C)(C)CC3=O)N(CC(=O)O)C3=C2C(=O)CC(C)(C)C3)cc1OCC	0.5	4.2
67	CS(=O)(=O)C1=NN2C(=N)/C(=C\c3ccc(Br)o3)C(=O)N=C2S1	-3.3	0.9
68	COc1ccc2c(c1)c(=O)c1ccccc1n2CC(=O)Nc1ccc(OC)c(Cl)c1	5.9	-1.8
69	CCN1CCN(C(=O)C2=CCN(S(=O)(=O)c3ccc(Br)cc3)CC2)CC1	-2.3	5.8
70	O=C1N[C@H](Cc2ccc(O)cc2)C(=O)N2CCN(Cc3cnn(-c4cccc(Cl)c4)c3)C[C@H]12	3.8	1.8
71	CC(C)c1ccccc1OCC(=O)Nc1ccccc1Cl	-0.8	5.3
72	Cc1cccc(NC(=O)c2c(-c3ccccc3Cl)noc2C)c1C	0.1	1.0
73	COc1ccc(C(=O)Nc2ccc(-c3nc4ccc(C)cc4s3)cc2)c(OC)c1	-0.4	5.6
74	Cc1ccc(Nc2nc(-c3cccc(C)c3)nc3ccccc23)cc1	-1.4	4.2
75	Cc1ccc(S(=O)(=O)NCCn2cnc([N+](=O)[O-])n2)cc1	-1.7	-5.9
76	Cc1ccc(-c2nc(=S)c3c(n2CC2CCCO2)CC(C)(C)OC3)cc1 (stereo not drawn)	0.6	-0.5
77	Cc1ccc(S(=O)(=O)NCc2csc(-c3ccccc3)n2)cc1	-0.2	-1.0
78	COc1cccc(C=Nc2cccnc2)c1O	-2.6	1.2
79	O=C1CCCN2N=C(SCC(=O)NCc3ccc(F)cc3)SC2=N1	2.2	5.0
80	O=C1CCCN1CCCNc1nc(-c2cccc(Cl)c2)c2c(n1)-c1ccccc1OC2	-1.3	6.8
81	O=S(=O)(c1ccc(-c2csc(=Nc3cccc(Cl)c3)n2CCCO)cc1)N1CCCCC1	0.5	14
82	COc1cc(C2C(C#N)=C(N)Oc3n[nH]c(-c4ccccc4)c32)cc(OC)c1OC(=O)N1CCOCC1 (stereo not drawn)	0.4	2.8
83	COc1cc(Nc2ccnc(Nc3ccc(N4CCOCC4)cc3)n2)cc(OC)c1OC	7.3	4.4
84	Cc1ccc2onc(CNC(=O)Nc3cccc(Cl)c3)c2c1	1.7	3.7
85	Cc1nn(-c2ccccc2)c(C)c1CNC(=O)c1nn(C)cc1Br	1.9	-4.4
86	O=C(CSc1nc2ccccc2[nH]1)NCc1cccc(Cl)c1	-2.7	-4.9
87	O=[N+]([O-])c1cccc(/C=N/Nc2ccccn2)c1O	-4.8	4.8
88	CC(Oc1ccccc1)C(=O)Nc1c2c(nn1-c1cccc(Cl)c1)CSC2 (stereo not drawn)	0.5	6.4
89	CC1(C)Oc2ccc(C(=O)N3CCCC3)cc2N(CC(=O)NCc2ccccc2)C1=O	0.1	1.2
90	COc1ccc(CCN(Cc2cccnc2)C(=S)Nc2cccc(C)c2)cc1OC	-1.4	3.7
91	COc1ccc(S(=O)(=O)N2CCC(C(=O)O)(c3ccccc3)CC2)cc1	-1.4	-4.0
92	CSc1ccc(CCNCc2c(C(=O)O)c(C)n(Cc3ccc(C)cc3)c2C)cc1	-4.4	-6.1
93	CN(Cc1ccccc1)S(=O)(=O)c1cc(C(=O)Nc2ccc(F)c(F)c2)ccc1F	-2.3	3.8

By substructure, the compounds so far with an aryl methoxy group
No.	Compound	GPR119 beta-arrestin	GPR151 beta-arrestin
6	COc1ccc(NC(=O)C(C)N(c2ccc(Oc3ccccc3)cc2)S(C)(=O)=O)cc1 (stereo not drawn)	1.8	1.8
15	COc1ccc(NC(=O)c2sc3nc(-c4ccc(F)cc4)cn3c2C)cc1	0.5	-1.7
18	COc1cccc(-n2nc(C(=O)Nc3cccc(Cl)c3)c3ccccc3c2=O)c1	1.1	-0.4
20	COC(=O)C1C(=O)C=C(Nc2cc(OC)ccc2OC)CC1c1ccccc1 (stereo not drawn)	6.6	0.4
25	COc1cccc(/C=N\Nc2cc(C)c3ccccc3n2)c1OC	1.6	-9.9
35	COc1ccc(CCN2C(=O)NC(C)(C3CCN(C(=O)c4cnsn4)CC3)C2=O)cc1 (stereo not drawn)	-0.7	0.3
36	COc1ccc(C(=O)/C=C\N2CCOCC2)cc1	2.5	9.4
49	COc1cc(NS(=O)(=O)c2ccc(NC(=O)c3cccc(Cl)c3)cc2)nc(OC)n1	-0.9	0.0
50	COc1ccc(CNc2ncnc3c2c(-c2ccccc2)cn3-c2ccc(OC)cc2)cc1	-0.4	0.8
58	COc1ccc2nc3oc(C(=O)N4CCN(C(=O)c5ccco5)CC4)cc3cc2c1	1.0	-0.7
65	COc1ccc([N+](=O)[O-])cc1C1=N/C(=C/c2ccco2)C(=O)O1	2.7	2.0
68	COc1ccc2c(c1)c(=O)c1ccccc1n2CC(=O)Nc1ccc(OC)c(Cl)c1	5.9	-1.8
73	COc1ccc(C(=O)Nc2ccc(-c3nc4ccc(C)cc4s3)cc2)c(OC)c1	-0.4	5.6
78	COc1cccc(C=Nc2cccnc2)c1O	-2.6	1.2
82	COc1cc(C2C(C#N)=C(N)Oc3n[nH]c(-c4ccccc4)c32)cc(OC)c1OC(=O)N1CCOCC1 (stereo not drawn)	0.4	2.8
83	COc1cc(Nc2ccnc(Nc3ccc(N4CCOCC4)cc3)n2)cc(OC)c1OC	7.3	4.4
90	COc1ccc(CCN(Cc2cccnc2)C(=S)Nc2cccc(C)c2)cc1OC	-1.4	3.7
91	COc1ccc(S(=O)(=O)N2CCC(C(=O)O)(c3ccccc3)CC2)cc1	-1.4	-4.0
